# Mot1-301 SUMO: inhibitors of SUMOylation pathway: yeast Mot1-301 growth rescue. S. cerevisiae Mot1-301 growth rescue, ATP luminescence, 38.5C; percent above DMSO median, 100 means doubled. growth rescue, % at 18.8 µM. hit rate 1% among 320,000. AID 2716;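 active = every valid replicate shows activation above 250% relative to neutral control wells; inactive = the rest, any valid replicate at or below 250%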;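 also: OY570 slx delta 5 strain wells were the positive control but not used for scaling; some compounds called inactive have numbers as strong as hits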
# phage Ecoli inh: E. coli growth loss with phage present. growth absorbance. inhibition, % at 11.9 µM. hit rate 0.26% among 360,000. AID 651602; in the data active = inhibition above about 11%
# PKA-R1A act: activators of PKA-R1A complex. P00514+P68181. PKA-R1A dissociation, Cy5-IP20 fluorescence polarization; scaled: DMSO 0%, 113 µM cGMP 100%. activation, % at 11.4 µM. hit rate 0.083% among 340,000;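 active = percent activation above the mean of all tested compounds plus 3 SD, cut at about 19% in these data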;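 also: higher means more PKAc released from R1A so a rise in polarization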
# HTR5A inv ctr: HTR5A inverse agonism, opioid heterodimer counter-screen; P47898; HTR5A cell line, luminescence; inhibition, % at 9.3 µM; hit rate 0.083% among 340,000; in the data active = inhibition mostly above about 23%, no sharp cut-off; inactive = mostly below about 18%;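 also: 0% = cells with DMSO and 100% = no-cell wells with DMSO; some compounds called inactive have numbers as strong as hits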
# Tat transport: blocks Tat-dependent protein export in E. coli; inhibition, % at 10 µM; AID 488895; hit rate 0.036% among 340,000; E. coli MC4100 TorA-mCherry Tat export, fluorescence;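 active = mean replicate inhibition at least 50% and at least half of replicates individually reaching 50%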;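 also: exported cargo escapes ClpAP degradation while cytoplasmic cargo is degraded and loses fluorescence; 0% = median of neutral control wells and 100% = median of NaSCN control wells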
# AddAB inh: less growth of phage-infected E. coli with AddAB; E. coli expressing H. pylori AddAB, absorbance growth; inhibition, % at 11.9 µM; hit rate 0.29% among 330,000; in the data active = inhibition above about 12%;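 also: 0% = vehicle wells of infected cells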
# HTR5A ag ctr: counter-screen for OPRM1-OPRD1 agonists: human HTR5A agonism; P47898; HTR5A agonist assay, luminescence, cell-based; activation, % at 9.3 µM; hit rate 0.61% among 340,000; AID 504692; in the data active = activation mostly above about 9.5%, no sharp cut-off; inactive = mostly below about 7.6%;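 also: 0% = cells with vehicle only and 100% = reference agonist; strong numbers were not always called active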
# Ecoli viability: bacterial growth inhibition, counter-screen for AddAB inhibitors; AID 449728; E. coli V3065 growth, OD600 absorbance, 18 h; inhibition, % at 11.9 µM; hit rate 0.27% among 330,000;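 active = inhibition above the campaign's mean inhibition across all tested compounds plus 3 SD, cut at about 9.9% in these data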;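 also: uninfected addAB+ strain grown without phage in ampicillin broth; 0% = DMSO wells and 100% = ciprofloxacin 0.95 µg/ml wells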
# CDK5 inh: inhibitors of human CDK5/p35 kinase. Q00535+Q15078. Recombinant CDK5/p35, ADP-Glo luminescence, 60 min. inhibition, % at 10 µM. hit rate 0.01% among 330,000;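 active = highest replicate inhibition of at least 50% and at least 75% of replicates reaching 50%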;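 also: plate controls were DMSO neutral control for no effect and GW8510 at 10 µM for full effect; many of its hits are not listed in these tables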
# Target sequence (Q00535 whole entry, looked up): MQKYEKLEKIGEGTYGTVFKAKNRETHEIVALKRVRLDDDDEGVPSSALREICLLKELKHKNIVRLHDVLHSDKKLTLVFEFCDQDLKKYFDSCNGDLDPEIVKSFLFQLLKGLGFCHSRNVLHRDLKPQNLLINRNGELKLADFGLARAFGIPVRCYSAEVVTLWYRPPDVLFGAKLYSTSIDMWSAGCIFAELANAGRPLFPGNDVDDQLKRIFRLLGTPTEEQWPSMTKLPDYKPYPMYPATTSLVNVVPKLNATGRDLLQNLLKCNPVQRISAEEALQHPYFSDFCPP
# Target sequence (Q15078 whole entry, looked up): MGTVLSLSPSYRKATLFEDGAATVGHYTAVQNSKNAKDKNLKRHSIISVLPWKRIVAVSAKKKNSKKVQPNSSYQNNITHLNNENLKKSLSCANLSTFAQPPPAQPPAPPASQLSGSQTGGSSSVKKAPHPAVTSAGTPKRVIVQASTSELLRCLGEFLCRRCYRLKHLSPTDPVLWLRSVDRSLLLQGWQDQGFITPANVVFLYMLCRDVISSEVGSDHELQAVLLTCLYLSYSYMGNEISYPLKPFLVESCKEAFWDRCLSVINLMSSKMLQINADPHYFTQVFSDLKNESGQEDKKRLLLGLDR
# PKA-R2B activ: PKA-R2B complex activation; PKA-R2B holoenzyme dissociation, Cy5-IP20 fluorescence polarization; R2B truncated from residue 108, S112A mutant; 0% DMSO only, 100% 113 µM cGMP; activation, % at 11.4 µM; hit rate 0.079% among 340,000;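 active = activation above a cutoff set at the mean over all compounds plus 3 SD, cut at about 18% in these data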;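 also: higher means more holoenzyme dissociation and a rise in polarization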
# Target sequence (P31323 whole entry, looked up, other chains not shown, the tested form may be a part): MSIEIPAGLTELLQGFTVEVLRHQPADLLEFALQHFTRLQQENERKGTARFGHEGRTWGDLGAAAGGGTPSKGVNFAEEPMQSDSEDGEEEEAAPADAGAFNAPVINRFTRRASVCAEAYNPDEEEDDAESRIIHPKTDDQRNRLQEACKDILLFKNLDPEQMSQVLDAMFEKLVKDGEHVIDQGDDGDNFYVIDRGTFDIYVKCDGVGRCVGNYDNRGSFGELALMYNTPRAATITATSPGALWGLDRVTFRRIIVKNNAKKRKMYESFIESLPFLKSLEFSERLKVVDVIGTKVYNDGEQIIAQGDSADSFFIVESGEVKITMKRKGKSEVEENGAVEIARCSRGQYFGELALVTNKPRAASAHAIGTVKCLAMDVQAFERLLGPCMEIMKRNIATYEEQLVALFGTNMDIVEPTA
# DAGLB inh: diacylglycerol lipase beta (human) inhibition | inhibition, % at 5.17 µM | hit rate 0.059% among 340,000 | Q8NCG7 | AID 504411 | HEK293T DAGLB membrane lysate, EnzChek fluorogenic substrate; in the data active = inhibition above about 34%;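 also: 0% = enzyme with vehicle and 100% = wells lacking enzyme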
# The depositor's hits bear a star; / = not tested or not shown.
SMILES,Mot1-301 SUMO,phage Ecoli inh,PKA-R1A act,HTR5A inv ctr,Tat transport,AddAB inh,HTR5A ag ctr,Ecoli viability,CDK5 inh,PKA-R2B activ,DAGLB inh
N/C(=N\OC(=O)COc1ccc2ccccc2c1)c1cccnc1,13,4.7,1,2,-4,5.0,-1,0.3,-0.3,3,-4
CC1CCCCC1Nc1nc2ccc(Cl)cc2n2cnnc12 (stereo not given),-18,-0.6,0,-17,10,-1.6,4,-1.3,-0.7,-7,1
O=c1c2oc3ccccc3c2ncn1Cc1cccc(Cl)c1,4,3.5,-2,-7,7,-3.7,3,-2.1,-0.5,-6,-2
COc1ccc(CC(=O)OCC(=O)N2CCCc3ccccc32)cc1,-26,2.7,-4,-21,0,0.3,2,0.5,0.9,2,0
CCc1nnc(NC(=O)c2nn(-c3ccccc3)nc2C)s1,-1,-0.1,-2,-8,-7,6.9,2,-0.3,2.0,-9,1
O=C(O)C1CCCN(S(=O)(=O)c2ccc(Br)cc2)C1 (stereo not given),1,1.7,-5,-5,24,-0.4,-1,-1.9,1.2,-7,0
COc1cc(OC)c(NS(=O)(=O)c2ccc(Cl)c(C(=O)OC(C)C(=O)N3CCCC3)c2)cc1Cl (stereo not given),-13,2.7,1,-4,5,6.4,2,-0.3,0.4,-9,1
CCOC(=O)c1c(C)n(C)c2cc(OCCN(CC)CC)ccc12,11,0.8,-22,11,13,1.4,-5,0.1,11,-1,-1
O=C(Cc1ccc(Cl)cc1Cl)Nc1ccncc1,61,2.6,-6,-23,9,1.0,6,0.9,-2.4,3,0
OC(COc1c(Br)cc(Br)cc1Br)CN1CCOCC1 (stereo not given),/,1.8,-8,5,-11,/,-2,/,-1.5,-1,1
COc1ccc(NC(=O)Cn2c(=O)n(-c3ccccc3)c(=O)c3sccc32)c(OC)c1,13,1.2,-6,6,1,-0.6,-4,-0.2,0.8,7,-2
CCCCCOC(=O)Cn1c(=O)c2c(nc(N3CCOCC3)n2C)n(C)c1=O,-8,-3.7,-11,6,-10,-0.9,7,-0.6,-1.0,-3,2
O=C(CN1C(=O)COc2ccccc21)NCCCN1CCOCC1,-16,0.6,-8,-4,1,4.7,1,0.4,-1.2,-4,-5
COc1ccccc1CCNC(=O)C(=O)Nc1cc2c3c(c1)C(C)C(=O)N3CCC2 (stereo not given),-2,4.0,-7,-3,0,-1.8,6,-3.8,-1.0,0,2
Nc1cc(C(=O)OCC(=O)N2CCCC2)ccc1Cl,0,1.1,-1,12,-2,5.8,-2,-0.9,0.5,0,1
CCOc1ccccc1NC(=O)C(c1ccccc1)N1CCN(CC(=O)N2CCCC2)CC1 (stereo not given),-5,1.6,4,-32,-3,0.8,6,-0.7,-0.6,-9,0
O=C(CCCOc1ccc(Cl)cc1Cl)NCc1ccccn1,-11,1.6,-6,5,0,-2.1,-2,-0.9,0.8,2,-1
O=C(Cn1c(O)c(/C=C2\C=Nc3ccc(Br)cc32)sc1=O)N1CCCC1,184,0.0,6,-30,-8,0.2,2,-0.6,3.0,-1,0
CCC(C)(C)n1nnnc1C(c1cc2cccc(C)c2[nH]c1=O)N1CCCC1 (stereo not given),-7,-0.7,-1,-5,5,-1.6,5,-0.6,-0.4,-8,3
Cc1cc(C(F)F)n2nc(C(=O)Nc3ccc(S(=O)(=O)NC45CC6CC(CC(C6)C4)C5)cc3)nc2n1,-22,2.6,-6,-16,10,0.9,9,-0.8,0.5,-6,0
CCN(CC)C(=O)CSc1nc(OC)cc(=O)[nH]1,-4,1.3,2,-12,-4,3.5,1,-2.1,-0.9,-5,-2
C=COc1ccc(N2C(=O)c3ccccc3OC2C)cc1 (stereo not given),-12,1.9,5,0,11,3.6,0,-1.4,-2.2,7,-1
CC(OC(=O)c1ccc(Cl)nc1)C(=O)N1CCc2ccccc21 (stereo not given),-34,0.8,-11,-10,4,-2.1,3,-1.5,0.5,7,1
O=c1cc(CSc2nc3ccccc3[nH]2)c2ccccc2[nH]1,-10,1.8,3,14,-3,2.3,4,1.5,1.0,-9,3
Nn1c(SCC(=O)Nc2nccs2)nnc1-c1cccnc1,12,1.2,-3,6,12,2.0,8,0.5,0.8,-7,-3
COc1ccc(S(=O)(=O)Oc2ccc3ccccc3c2)cc1,41,4.3,-5,-17,-5,3.4,2,-2.6,1.9,-11,-10
CCCCCSc1nc2c(c(=O)[nH]c(=O)n2C)n1CCc1ccccc1,-3,2.0,-12,-13,8,-0.5,-2,-0.8,-0.4,-7,0
COc1ccc(C(=O)NC(C)c2cnn(-c3ccccn3)c2C)o1 (stereo not given),191,1.8,-4,-3,-8,5.4,5,2.1,0.7,6,-1
COC1CCN(Cc2c(C(=O)N3C[C@@H](C)O[C@@H](C)C3)nc3ccc(Cl)cn23)CC1,3,1.2,5,-7,2,1.1,-2,1.6,1.5,-2,-2
COC(=O)COc1nc(C)c2c(c1C#N)CC(C)(C)OC2,-10,3.7,11,-19,-2,0.8,4,-3.6,-2.7,-5,-2
COc1ccc(C2=NN(C(=O)CSc3nccn3C)C(c3ccco3)C2)cc1 (stereo not given),-4,-0.9,-4,19,-2,-0.5,8,-0.7,0.5,5,1
COc1ccc(S(=O)(=O)NCCc2c[nH]c3ccc(Cl)cc23)cc1,-11,0.8,10,2,5,3.3,3,-0.3,0.2,-1,0
CC(=O)N1CCN(CC(=O)Nc2cccc(S(=O)(=O)N3CCCCC3)c2)CC1,-23,3.8,3,-13,6,-1.5,3,-0.9,-1.0,3,0
CN(CC(=O)Nc1ccccc1Br)C(=O)c1ccccc1Sc1ccccc1C#N,/,2.5,4,2,0,/,0,/,1.3,12,-3
O=C(NC(=S)Nc1cccc(O)c1)c1ccco1,21,0.2,-10,24,7,2.2,-7,1.8,0.9,0,0
COc1ccc(NC(=O)CSc2nncs2)cc1S(N)(=O)=O,-17,3.1,-1,4,-6,-1.0,3,0.6,-0.4,-7,2

# Some of these compounds in order of molar mass, falling:
SMILES,Mot1-301 SUMO,phage Ecoli inh,PKA-R1A act,HTR5A inv ctr,Tat transport,AddAB inh,HTR5A ag ctr,Ecoli viability,CDK5 inh,PKA-R2B activ,DAGLB inh
COc1cc(OC)c(NS(=O)(=O)c2ccc(Cl)c(C(=O)OC(C)C(=O)N3CCCC3)c2)cc1Cl (stereo not given),-13,2.7,1,-4,5,6.4,2,-0.3,0.4,-9,1
CCOc1ccccc1NC(=O)C(c1ccccc1)N1CCN(CC(=O)N2CCCC2)CC1 (stereo not given),-5,1.6,4,-32,-3,0.8,6,-0.7,-0.6,-9,0
CC(=O)N1CCN(CC(=O)Nc2cccc(S(=O)(=O)N3CCCCC3)c2)CC1,-23,3.8,3,-13,6,-1.5,3,-0.9,-1.0,3,0
COc1ccccc1CCNC(=O)C(=O)Nc1cc2c3c(c1)C(C)C(=O)N3CCC2 (stereo not given),-2,4.0,-7,-3,0,-1.8,6,-3.8,-1.0,0,2
COc1ccc(C2=NN(C(=O)CSc3nccn3C)C(c3ccco3)C2)cc1 (stereo not given),-4,-0.9,-4,19,-2,-0.5,8,-0.7,0.5,5,1
CCC(C)(C)n1nnnc1C(c1cc2cccc(C)c2[nH]c1=O)N1CCCC1 (stereo not given),-7,-0.7,-1,-5,5,-1.6,5,-0.6,-0.4,-8,3
COc1ccc(CC(=O)OCC(=O)N2CCCc3ccccc32)cc1,-26,2.7,-4,-21,0,0.3,2,0.5,0.9,2,0
CC(OC(=O)c1ccc(Cl)nc1)C(=O)N1CCc2ccccc21 (stereo not given),-34,0.8,-11,-10,4,-2.1,3,-1.5,0.5,7,1
CCc1nnc(NC(=O)c2nn(-c3ccccc3)nc2C)s1,-1,-0.1,-2,-8,-7,6.9,2,-0.3,2.0,-9,1
Nc1cc(C(=O)OCC(=O)N2CCCC2)ccc1Cl,0,1.1,-1,12,-2,5.8,-2,-0.9,0.5,0,1
O=C(NC(=S)Nc1cccc(O)c1)c1ccco1,21,0.2,-10,24,7,2.2,-7,1.8,0.9,0,0

# (list continues)
SMILES,Mot1-301 SUMO,phage Ecoli inh,PKA-R1A act,HTR5A inv ctr,Tat transport,AddAB inh,HTR5A ag ctr,Ecoli viability,CDK5 inh,PKA-R2B activ,DAGLB inh
CC(C)NC(=O)CCCn1cc([N+](=O)[O-])cn1,-5,2.2,-12,-3,10,-1.9,1,-1.0,-1.0,-7,2
COc1ccc(S(=O)(=O)N2CCN(Cc3cccc(F)c3)CC2)cc1,-1,1.1,0,-23,-3,4.0,-3,2.1,0.6,0,-2
Cc1occc1-c1nnc(SCC(=O)NC2(C#N)CCCC2)n1C,/,3.6,0,3,-6,/,-1,/,0.8,10,0
CCN(Cc1ccccc1)C(=O)c1ccc(N(C)S(=O)(=O)c2ccc(C)cc2)cc1,43,-1.9,-1,4,8,-1.0,-2,-1.4,-1.4,-7,-1
Cc1ccc(C(=O)O/N=C(\N)c2ccccn2)cc1C,-26,0.2,2,14,3,3.4,4,-0.6,6.8,-3,-4
COc1ccc2cc(C=O)n(C)c2c1,8,1.6,-3,1,-4,0.0,-2,-1.3,-1.2,0,-1
COc1ccc(NC(=O)c2sc(NC(=O)COc3ccccc3)nc2C)cc1,5,2.0,7,-37,-2,1.9,0,-0.1,2.5,-2,1
COc1ccccc1C(=O)Nc1ccc(S(=O)(=O)Nc2cc(C)on2)cc1,5,2.4,14,-26,-5,0.6,11,4.7,-0.2,-1,-1
S=C(NCC1CCCO1)Nc1cccc2ccccc12 (stereo not given),-22,3.4,-2,-3,-6,2.0,-3,1.2,0.9,-6,-1
C=CCn1c(SCC(=O)Nc2ccccc2OC)nc(O)c(CC)c1=O,4,1.6,-3,6,7,0.3,-2,0.8,-1.7,-3,0
COc1ccc(C(=O)C2CCCN(C(=O)/C=C/c3cnc[nH]3)C2)c(C)c1 (stereo not given),-9,0.3,4,23,-5,-0.7,1,1.6,-1.8,2,2
COc1cc(NC(=O)c2cccs2)c(OC)cc1NC(=O)CCn1nnc2ccccc21,-3,4.5,1,18,0,-0.6,-1,-4.0,0.9,-2,1
CCOC(=O)C1CCCN(C2CC(=O)N(c3ccc(C)cc3)C2=O)C1 (stereo not given),-17,0.7,1,10,-1,2.1,1,0.7,-1.2,-7,0
CCn1ncc(C2=NOC(C(=O)Nc3cc(OC)c(Cl)cc3OC)C2)c1C (stereo not given),3,1.3,-2,-1,-4,-0.1,6,1.2,-2.2,13,0
O=C(Nc1ncccn1)c1ccc([N+](=O)[O-])o1,33,14*,-8,-2,7,60*,1,9.2,-1.2,-9,2

# Random excerpt: 2 records from the list.
SMILES,Mot1-301 SUMO,phage Ecoli inh,PKA-R1A act,HTR5A inv ctr,Tat transport,AddAB inh,HTR5A ag ctr,Ecoli viability,CDK5 inh,PKA-R2B activ,DAGLB inh
COc1ccc(NC(=O)c2sc(NC(=O)COc3ccccc3)nc2C)cc1,5,2.0,7,-37,-2,1.9,0,-0.1,2.5,-2,1
CCn1ncc(C2=NOC(C(=O)Nc3cc(OC)c(Cl)cc3OC)C2)c1C (stereo not given),3,1.3,-2,-1,-4,-0.1,6,1.2,-2.2,13,0

# Screening data: PubChem BioAssay, several laboratories
